M1 antagonist: M1 muscarinic receptor (rat) antagonism; AID 628; CHO-M1 cells, Fluo-4 calcium, ACh EC80 antagonist mode; hits give low values; P08482; 64,000 compounds, 3.4% hits; B-score at 10 µM;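 active = calcium fluorescence response, raw or row-and-column corrected B-score, differing from the plate sample mean either way at a set confidence level, mostly lower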
E coli RNAP: inhibitors of Escherichia coli RNA polymerase. P0A8V2. E. coli RNA polymerase, fluorescence transcription assay. inhibition, %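 (tested at 10 µM)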. 62,000 compounds, 0.2% hits. AID 559; in the data active = inhibition above about 20%;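 also: 0% = enzyme without compound and 100% = no enzyme blank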
NADH coupling: inhibitors of enzymes used to reach an NAD/NADH endpoint; coupled PK/LDH NADH assays, four targets; 65,000 compounds, 0.02% hits; IC50, µM (doses to about 10 µM), for inactives: at the highest dose inhibition;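 active = single-dose screening hits from any of four coupled enzyme assays that gave an IC50 when retested across doses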;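 also: the DPM-DC format reads NADH fluorescence rather than 340 nm absorbance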
M1 ag: activates the M1 muscarinic receptor. CHO-M1 cells, Fluo-4 calcium fluorescence, agonist mode; hits give high values. B-score at 10 µM. 64,000 compounds, 3% hits. AID 626;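 active = fluorescence rise, raw or as B-score row- and column-corrected plate score, outside the 99.7% band of its plate's samples, either direction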
D1 mod: allosteric modulators of human D1 dopamine receptor; 58,000 compounds, 5.9% hits; HEK293 D1, CRE-luciferase, dopamine EC30 potentiation; actives deviate in either direction; B-score at 10 µM; AID 641; P21728;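 active = luminescence count or its row- and column-corrected plate score outside the 99.7% band of the plate's sample wells, on either side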
Fluor 339 460: intrinsic fluorescence of library compounds, ex339/em460 – biochemical, MLSMR library, data from DPM-DC assay, artefact control, profiling panel | compound autofluorescence, ex339/em460 nm, NADH buffer; hits give high values; 1 = no-compound wells, NADH background | fluorescence fold increase at 10 µM | 65,000 compounds, 5.5% hits | AID 709;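 active = at 10 µM, mean starting fluorescence two-fold or more over control wells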;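 also: signal is the first read of a kinetic run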
Her2 expr inh: Her2 kinase expression inhibition; AID 645; SKBR-3 HER2 protein level, AlphaScreen, 18-24 h; hits give low values; HER2 level % of control, % at 10 µM; 65,000 compounds, 0.69% hits;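 active = HER2 level under 5% of the carrier-only control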;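 also: 100% = DMSO carrier and 0% = 500 nM PU-H71 HSP90 inhibitor; lower value means stronger loss of Her2 protein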
Target sequence (P04626 whole entry, looked up): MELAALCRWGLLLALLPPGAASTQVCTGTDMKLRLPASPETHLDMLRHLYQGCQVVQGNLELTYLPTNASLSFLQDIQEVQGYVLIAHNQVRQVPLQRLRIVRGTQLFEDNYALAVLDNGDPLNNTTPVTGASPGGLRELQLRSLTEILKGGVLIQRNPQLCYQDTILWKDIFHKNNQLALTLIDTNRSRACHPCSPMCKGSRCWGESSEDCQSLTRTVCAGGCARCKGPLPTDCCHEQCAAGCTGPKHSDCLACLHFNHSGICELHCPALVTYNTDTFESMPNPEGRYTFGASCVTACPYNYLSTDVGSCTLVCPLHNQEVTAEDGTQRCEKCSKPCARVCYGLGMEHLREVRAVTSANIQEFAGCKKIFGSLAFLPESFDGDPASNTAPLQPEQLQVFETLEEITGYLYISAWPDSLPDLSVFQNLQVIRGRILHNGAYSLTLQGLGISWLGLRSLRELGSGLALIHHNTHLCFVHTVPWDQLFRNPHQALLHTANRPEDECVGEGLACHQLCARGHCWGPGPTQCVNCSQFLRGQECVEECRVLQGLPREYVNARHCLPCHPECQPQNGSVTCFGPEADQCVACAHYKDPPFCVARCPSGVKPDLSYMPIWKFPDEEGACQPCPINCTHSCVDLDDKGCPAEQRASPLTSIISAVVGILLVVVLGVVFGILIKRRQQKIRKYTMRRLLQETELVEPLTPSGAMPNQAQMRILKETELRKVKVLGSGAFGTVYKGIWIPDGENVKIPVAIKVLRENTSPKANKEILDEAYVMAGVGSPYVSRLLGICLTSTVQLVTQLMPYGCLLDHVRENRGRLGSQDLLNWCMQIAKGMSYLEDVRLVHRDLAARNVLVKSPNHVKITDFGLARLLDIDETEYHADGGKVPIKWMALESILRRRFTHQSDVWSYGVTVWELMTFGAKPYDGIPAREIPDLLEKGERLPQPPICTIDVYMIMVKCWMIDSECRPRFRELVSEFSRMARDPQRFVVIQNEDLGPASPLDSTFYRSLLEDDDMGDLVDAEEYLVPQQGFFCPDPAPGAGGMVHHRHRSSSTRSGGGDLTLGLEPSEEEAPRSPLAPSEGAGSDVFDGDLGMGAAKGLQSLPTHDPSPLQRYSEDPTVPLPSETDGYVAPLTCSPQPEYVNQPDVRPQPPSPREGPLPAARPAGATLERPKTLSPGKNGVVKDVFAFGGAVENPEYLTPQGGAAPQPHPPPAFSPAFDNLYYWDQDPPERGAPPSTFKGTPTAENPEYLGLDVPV
5HT1a ag: agonists of human 5-HT1a serotonin receptor | CHO 5-HT1a Ga15 NFAT-bla reporter, FRET ratio; 0% basal, 100% maximal reference agonist | AID 567 | activation, % at 10 µM | 65,000 compounds, 0.56% hits | P08908;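 active = activation above the screen-wide mean activation plus 3 SD, cut at about 19% in these data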;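 also: 0% = DMSO wells and 100% = 5-CT at EC100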
Hsp90 inh: displaces geldanamycin probe from tumor Hsp90 | P07900 | NCI-N417 lysate Hsp90, Cy3B-geldanamycin FP displacement | inhibition, % at 30 µM | 64,000 compounds, 0.35% hits | AID 429;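 active = inhibition above 50%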;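 also: 0% = tracer plus lysate wells and 100% = tracer alone without lysate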
Starred values were filed as active, the others as inactive; . = not tested or not shown; & = joins results of further samples; [ ] = remark or other dose.

canonical_smiles,M1 antagonist,E coli RNAP,NADH coupling,M1 ag,D1 mod,Fluor 339 460,Her2 expr inh,5HT1a ag,Hsp90 inh
COCCn1nnnc1CN(CCc1ccccc1)Cc1cc2ccc(C)cc2[nH]c1=O,0.12,8,9%,-0.41,0.082,1.1,84,0.7,-15
Cc1ccc(CS(=O)(=O)CCC(=O)NCc2cccs2)cc1,0.56,5,6%,4*,0.34,1,75,-1.2,-3
O=C(Cc1ccccc1)Nc1ccccc1CO,0.69,-4,3%,0.19,-0.054,1.1,108,-1.0,2
COc1ccc(S(=O)(=O)C(C#N)c2nc3ccccc3nc2N2CCCCC2)cc1 (centres undefined),0.12,3,11%,-0.26,.,1.8,102,-1.5,.
CCCc1cc(C(=O)Nc2cccnc2)no1,0.97,6,11%,-0.14,-0.9,1,100,0.6,1
CCOC(=O)N1CCN(S(=O)(=O)c2cc(Br)cc3c2N(C(=O)CC)CC3)CC1,0.43,-7,7%,0.47,0.51,1.1,199,-0.8,.
O=S(=O)(c1ccc2c(c1)OCCO2)N1CCC(O)(c2ccc(Cl)cc2)CC1,-8.7*,3,6%,-0.66,-2,1.1,85,-0.1,-4
CCCn1c(=O)c(C(=O)NCc2ccc(OC)c(OC)c2)c(O)c2ccccc21,-0.06,6,6%,-2,4.5*,1.1,69,-1.2,-4
C=CCn1cnc2c(c1=O)c1nc3ccccc3nc1n2/N=C/c1cccc(OC)c1OC,-1.4,13,7%,4.8*,0.18,1.4,96,1.4,-4
O=C(CCC(=O)OCC(=O)c1ccccc1)NC1CCCCC1,-0.9,11,2%,0.18,0.032,1,92,7.5,-2
CCn1c(SCC(=O)Nc2nccs2)nnc1-c1ccc(S(=O)(=O)N2CCCCC2)cc1,-0.042,.,4%,-0.61,-1.3,1.1,106,1.2,-1
C/C(=C(\C#N)C(=O)NCCN1CCOCC1)N(C)C,0.41,7,13%,0.67,-0.87,1.1,109,-1.3,-4
O=C(CCN1C(=O)C2C3C=CC(C3)C2C1=O)NCCN1CCCc2ccccc21 (centres undefined),1.1,-3,4%,0.074,-0.37,1.1,110,-1.3,-7
CCC(=O)N1CCc2cc(S(=O)(=O)NC(C(=O)N3CCc4ccccc4C3)C(C)C)ccc21 (centres undefined),0.041,4,3%,0.86,1.7,1.1,103,2.0,-6
Cc1ccc(C)c(NC2=NC3(CCCCC3)N=C(N)N2)c1,0.85,.,1%&6%,-0.38,-6*,1.1&1,68&84,0.6,2&-6
CCOc1cccc(OCCCNCCCOC)c1,-0.04,8,13%,0.41,-0.36,1.1,91,-3.2,-1

3 entries from above, ordered by length of the SMILES, high to low.
canonical_smiles,M1 antagonist,E coli RNAP,NADH coupling,M1 ag,D1 mod,Fluor 339 460,Her2 expr inh,5HT1a ag,Hsp90 inh
CCC(=O)N1CCc2cc(S(=O)(=O)NC(C(=O)N3CCc4ccccc4C3)C(C)C)ccc21 (centres undefined),0.041,4,3%,0.86,1.7,1.1,103,2.0,-6
C/C(=C(\C#N)C(=O)NCCN1CCOCC1)N(C)C,0.41,7,13%,0.67,-0.87,1.1,109,-1.3,-4
CCOc1cccc(OCCCNCCCOC)c1,-0.04,8,13%,0.41,-0.36,1.1,91,-3.2,-1

Continued:
canonical_smiles,M1 antagonist,E coli RNAP,NADH coupling,M1 ag,D1 mod,Fluor 339 460,Her2 expr inh,5HT1a ag,Hsp90 inh
Cc1cc(N2C(=O)C3C4c5ccccc5C(c5ccccc54)C3C2=O)no1 (centres undefined),-0.19,-1,2%,2.2,-0.95,1.1,105,-0.3,-2
COc1ccc(NC(=O)CNS(=O)(=O)c2cccs2)cc1,0,15,4%,-0.67,-0.63,1.1,120,1.1,.
CN(C)S(=O)(=O)CC12CCC(CC1=O)C2(C)C (centres undefined),0.28,8,4%,-0.031,-0.028,1.1,84,0.0,-1
O=C(NCCCN1CCOCC1)c1cc2ccccc2oc1=O,-1.2,2,6%,0.1,-1.3,1.7,87,-2.5,1
Cc1ccc(-n2ncc3c(N4CCCC4)ncnc32)c(C)c1,-0.18,6,1%,0.18,.,1.1,64,0.4,1
CC1CN(C(=O)c2ccncc2)CC(C)O1 (centres undefined),-0.14,-7,2%,0.044,0.38,1.1,109,1.0,-7
Cc1cccc(C)c1NC(=O)N1CCC(n2cnc3ccccc32)CC1,0.88,4,7%,-0.0092,0.19,1,75,-1.1,-4
Nc1nonc1-c1noc(CCCN2C(=O)c3ccccc3C2=O)n1,0.78,-1,7%,-0.083,0.78,1.1,81,-2.1,-5
O=C(Oc1ccc2ccc(=O)oc2c1)N1CCOCC1,-0.0094,2,9%,-0.86,3.1*,1.8,125,-3.2,-3
O=c1[nH]c2ccccc2n1C1=CCCC1,0.57,.,4%,0.23,0.41,1.1,96,1.3,-7
O=C(CCCOc1ccccc1)Nc1nccs1,-0.28,-1,4%,-0.49,-0.084,1.1,100,-2.5,-5
Cc1cc(Oc2ccc(-c3ccccc3)cc2)n2ncnc2n1,0.47,9,6%,-0.22,-0.81,1,42,-2.7,0
O=C(CN(c1ccc(F)cc1)S(=O)(=O)c1ccc2c(c1)OCCO2)N1CCOCC1,1,1,5%,0.84,0.19,0.8,103,-0.8,-1
Cc1ccc(NC(=O)CN(C)S(=O)(=O)c2cccc3nsnc23)cc1,0.59,2,8%,0.46,-5.4*,1.1,79,-2.7,2
CCCc1nnc(SCC(=O)N2CCOCC2)n1Cc1ccco1,-0.38,7,2%,0.043,0.59,0.98,79,0.2,-3
CCCc1cc(=O)[nH]c(SC(CC)C(=O)Nc2ccccc2C#N)n1 (centres undefined),0.18,0,5%,0.37,1.2,1.1,101,-1.0,3
COc1ccc(NC(=O)CSc2nnc(Cn3c(=O)sc4ccccc43)n2C)cc1OC,0.94,1,4%,-1.7,0.26,1.1,92,-2.2,0
O=c1[nH]c(=S)[nH]nc1Cc1ccccc1,-0.019,6,6%,-0.0015,0.012,0.84,66,0.2,.
O=C(NCCN1CCOCC1)c1nn2c(c1Cl)NC(c1ccccc1)CC2C(F)(F)F (centres undefined),1.4,1,3%,-0.068,-0.32,1.1,89,-5.6,-4
CCOc1ccc(C2CC(c3cccc(C)c3)n3ncnc3N2)cc1 (centres undefined),0.079,-5,5%,-0.79,0.65,1,100,.,0
O=C(CN(Cc1ccco1)C(=O)CNS(=O)(=O)c1ccccc1)NC1CCCCC1,0.63,-1,7%,1.3,0.55,1.2,77,-1.0,-2
N#CC1=C(N)Oc2cc(O)ccc2C1C1CCCCC1 (centres undefined),-0.12,-7,1%,-0.71,-0.44,1.1,57,-3.7,10
COCCCNC(=O)CSc1nc2ccccc2c(=O)n1CCCC(=O)NCC1CCCO1 (centres undefined),-0.11,-6,4%,-0.035,-0.0097,1.1,106,11,3
CCOC(=O)N1CCC(NC(=O)c2ccc3c(c2)ncn3C2CCCC2)CC1,0.44,0,4%,-0.058,0.59,1.1,117,-2.4,-2
CCCCS(=O)(=O)N1CN(S(=O)(=O)CCCC)C2NC(=O)NC21 (centres undefined),0.54,5,6%,1.3,0.13,1.5,63,-3.7,-4
Cc1nnc(NC(=O)CSc2nc3c(c(=O)n2CCc2ccccc2)SC(C)C3)s1 (centres undefined),0.099,7,7%,0.064,.,1.1,98,-0.5,-6
Brc1ccc(C2=Nn3c(nnc3-c3n[nH]c4c3CCC4)SC2)cc1,-1.2,-7,6%,0.015,0.74,1.1,81,-1.1,-2
CCNC(=O)N1C(=O)C2(OCCO2)c2cc(Br)ccc21,0.56,.,7%,-0.52,-0.12,1,94,0.0,-4
CCOC(=O)c1sc(NC(=O)CSc2nnnn2-c2ccc(C)cc2C)nc1C,0.88,9,5%,-0.79,-0.56,1.1,94,-1.0,-4
Cc1ccc2cccc(S(=O)(=O)NC3CCS(=O)(=O)C3)c2n1 (centres undefined),0.063,2,8%,-0.33,-1.1,1.1,83,-1.1,-10
COc1cccc(NC(=O)N2CCC(N3CCCCC3)CC2)c1,-0.33,3,2%,0.17,-1,1.1,73,-2.9,-2
Cc1n[nH]c(C)c1CCc1nc2c3ccccc3nc(SCC(N)=O)n2n1,0.8,1,9%,-0.4,0.26,1.2,144,-0.3,-3
O=C(c1ccccc1)N(Cc1cccs1)C1CCS(=O)(=O)C1 (centres undefined),1,-2,3%,-0.026,0.79,1.1,100,-2.1,-9
CCc1ccccc1NC(=O)c1cccs1,-0.077,3,5%,0.013,-0.32,1.1,142,-0.7,-6
Cn1c(SC2=CS(=O)(=O)c3ccccc32)nc2ccccc21,0.21,12,9%,-0.84,-3,1.1,-22*,0.3,-2
Cc1oc(-c2ccc(Cl)cc2)nc1CN1CCC(C(=O)N2CCN(c3ccccn3)CC2)CC1,-3.2*,3,4%,0.48,-0.79,1.2,115,0.9,-2
COc1ccc(OC)c(CN(CCCN2CCOCC2)S(=O)(=O)c2ccc(NC(C)=O)cc2)c1,0.0044,7,2%,0.69,-0.46,1.1,114,0.8,2
CSc1nc(-c2ccccc2O)nc(-c2ccccc2O)n1,0.032,3,9%,0.22,0.41,1.1,46,-2.5,0
COc1ccc2oc(C)c(C(N)=O)c2c1,-1.1,6,5%,0.12,-1,1.1,98,-0.9,0
O=C(Nc1cnccn1)c1csc2ccccc12,0.11,7,8%,-0.53,0.42,1.1,106,-2.2,-5
Cc1cccc(N2CCN(S(=O)(=O)c3ccc4c(c3)c(=O)n(C)c(=O)n4C)CC2C)c1 (centres undefined),-0.33,7,8%,0.62,0.84,1.1,105,-0.8,-7
NC(=O)c1ccsc1NC(=O)c1cccs1,0.78,6,9%,0.0022,2.2,1.1,95,-1.1,-6
O=C1CCc2cc(S(=O)(=O)NCCC(=O)NC3CCN(Cc4ccccc4)CC3)ccc2N1,0.02,3,5%,-0.17,-0.049,0.91,84,-1.2,-6
O=C(CCSc1nc(-c2ccc3c(c2)OCO3)cc(C(F)(F)F)n1)NCc1ccco1,-0.63,-2,17%[fluoresces],0.51,.,2.2*,53,2.9,1
O=C(c1ccc(Br)cc1)C1CCc2occc2C1=O (centres undefined),-1.1,7,5%,0.18,0.9,1.1,92,-1.2,-27
COc1ccccc1CNC(=O)C1CCN(c2nc3ccccc3o2)CC1,-0.042,-6,14%,-0.77,-0.34,1.1,108,0.7,-1
CCOC(=O)c1[nH]c(CSc2nnc(-c3ccncc3)n2CCOC)c(C(=O)OCC)c1C,0.14,1,4%,0.0084,1.4,1.1,78,-1.8,-4
O=S(=O)(Nc1ncn[nH]1)c1ccc2ccccc2c1,-0.23,4,2%,0.07,0.083,1.1,124,-4.7,-2
CCCCn1c(=N)n(CC(O)COc2cccc(C)c2)c2ccccc21 (centres undefined),-0.54,6,4%,-0.26,-0.78,1.1,18,-0.7,-11
c1ccc(-n2nnnc2SCc2cccc3nsnc23)cc1,0.84,.,3%,0.57,0.98,1.1,93,0.4,1
O=C1OCCC1Sc1ncnc2sc3c(c12)CCC3 (centres undefined),0.21,11,2%,-0.35,5.2*,1.1,103,2.7,-4
O=C(CC1COc2ccccc2O1)NC1CCCCC1 (centres undefined),0.31,4,10%,-0.003,-0.82,1.1,100,-0.9,-4
CCCOC(=O)C1C2C=CC3(CN(c4cccc(Cl)c4)C(=O)C13)O2 (centres undefined),-0.026,-3,1%,0.25,-0.82,1,107,-2.2,2
O=C(Nc1ccccc1N1CCN(C(=O)c2ccc(Cl)cc2)CC1)c1cccnc1,-0.99,7,8%,0.82,-0.12,1.1,100,2.1,0
CC(=O)Nc1ccc2c(c1)CCC2=O,0.28,-7,1%,0.17,0.031,1.2,123,0.2,-4
Cc1cc(C)n(CC(=O)n2c3ccccc3c3ccccc32)n1,.,10,6%,.,2,1.1,62,1.5,4
CNC(=O)CN(c1cc(C)ccc1OC)S(=O)(=O)c1ccc(C)cc1,-0.17,-6,4%,0.12,0.12,1,79,-0.9,1
